Screening results deposited in PubChem by several laboratories.
APP 5'UTR act = activates APP 5'UTR luciferase reporter | SH-SY5Y APP 5'UTR luciferase reporter, luminescence; zero percent = DMSO vehicle wells | activation, % at 2 µM | hit rate 1% among 190,000;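 active = activation above a set limit, based on mean plus 3 SD of controls, cut at about 140% in these data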; also: values of inactives mirror those of a sister screen read the other way
STAT1 act = activators of IFN-gamma induced STAT1 signaling; activation (% of control), % at 5.5 µM; NIH 3T3 STAT1-luciferase reporter, luminescence; 100% = IFN-gamma alone, no compound; hit rate 2.6% among 200,000;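 active = activation above the screen-wide mean activation plus 3 SD, cut at about 130% in these data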;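 also: raw ratio to IFN-gamma control signal so 100% means no change and 0% no light; values of inactives mirror those of a sister screen read the other way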
STAT1 inh = inhibitors of IFN-gamma induced STAT1 signaling; NIH 3T3 STAT1-luciferase reporter, luminescence; inhibition, % at 5.5 µM; hit rate 0.35% among 200,000; AID 920;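 active = inhibition above a set limit, the mean inhibition across all tested compounds plus 3 SD, cut at about 34% in these data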;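 also: 0% = IFN-gamma with DMSO and 100% = IFN-gamma with 300 µM nifuroxazide; values of inactives mirror those of a sister screen read the other way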
STAT3 blocker = reduces IL-6 driven STAT3 reporter signal; AID 862; hit rate 0.89% among 190,000; U3A cells, IL-6 STAT3-luciferase reporter, luminescence; host cell line lacks STAT1; inhibition, % at 5.5 µM;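 active = inhibition above the mean inhibition across all screened compounds plus 3 SD, cut at about 44% in these data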;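 also: 0% = DMSO only wells and 100% = 100 µM nifuroxazide control wells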
Hsp70 act = Hsp70 transcriptional activation, primary screen. hit rate 0.04% among 200,000. activation, % at 10 µM. HeLa Hsp70 promoter luciferase reporter, luminescence; scaled: vehicle 0, proteasome-inhibitor control 100%;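 active = activation above the mean across all tested compounds plus 3 SD, cutoff set per campaign, cut at about 5.5% in these data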;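 also: 100% = MG132 at 30 µM as the positive control and 0% = DMSO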
Efa HMGR inh = inhibitors of class II HMG-CoA reductase from Enterococcus faecalis | purified E. faecalis HMGR, NADPH absorbance 340 nm kinetic | inhibition, % at 10 µM | hit rate 0.41% among 190,000 | AID 1066;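 active = inhibition above a set limit, the median over all tested compounds plus 3 SD, cut at about 9.5% in these data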;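 also: enzyme runs in reverse so mevalonate oxidation gives rising NADPH absorbance; 0% = complete reaction with DMSO and 100% = background rate lacking mevalonate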
STAT3 activator = activators of IL-6 induced STAT3 signaling; hit rate 0.91% among 190,000; activation (% of control), % at 5.6 µM; U3A cells, IL-6 STAT3-luciferase reporter, luminescence; 100% = signal with IL-6 EC80 alone;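 active = activation above the screen-wide mean of compound activation plus 3 SD, cut at about 130% in these data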;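 also: 0% = background luminescence of wells with medium and substrate only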
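Detection: reporter luminescence signal / Assay system: STAT1-lacking human U3A cells, STAT3 luciferase reporter / Incubation: compound pre-incubation 1 h before IL-6, then 6 h stimulation at 37 °C / Control set: IL-6-only high control / Read-out: % activation relative to IL-6 control / Probe or stimulus: Interleukin-6, 33 ng/mL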
NF-kB expr up = raises NF-kB expression in human neuronal cells; NF-kB reporter expression; stronger effect = higher value; fold change at 12.5 µM; hit rate 1.6% among 190,000; AID 1239; in the data active = fold change above about 3.3
TLR4-MyD88 BLA = blocks binding of human TLR4 to MyD88; O00206+Q99836; HeLa CL3-4 TLR4/MyD88 BLA complementation, FRET ratio; inhibition, % at 8.4 µM; hit rate 0.18% among 200,000; in the data active = inhibition above about 25%;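 also: 0% = vehicle and 100% = reference inhibitor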
Target sequence (O00206 whole entry, looked up): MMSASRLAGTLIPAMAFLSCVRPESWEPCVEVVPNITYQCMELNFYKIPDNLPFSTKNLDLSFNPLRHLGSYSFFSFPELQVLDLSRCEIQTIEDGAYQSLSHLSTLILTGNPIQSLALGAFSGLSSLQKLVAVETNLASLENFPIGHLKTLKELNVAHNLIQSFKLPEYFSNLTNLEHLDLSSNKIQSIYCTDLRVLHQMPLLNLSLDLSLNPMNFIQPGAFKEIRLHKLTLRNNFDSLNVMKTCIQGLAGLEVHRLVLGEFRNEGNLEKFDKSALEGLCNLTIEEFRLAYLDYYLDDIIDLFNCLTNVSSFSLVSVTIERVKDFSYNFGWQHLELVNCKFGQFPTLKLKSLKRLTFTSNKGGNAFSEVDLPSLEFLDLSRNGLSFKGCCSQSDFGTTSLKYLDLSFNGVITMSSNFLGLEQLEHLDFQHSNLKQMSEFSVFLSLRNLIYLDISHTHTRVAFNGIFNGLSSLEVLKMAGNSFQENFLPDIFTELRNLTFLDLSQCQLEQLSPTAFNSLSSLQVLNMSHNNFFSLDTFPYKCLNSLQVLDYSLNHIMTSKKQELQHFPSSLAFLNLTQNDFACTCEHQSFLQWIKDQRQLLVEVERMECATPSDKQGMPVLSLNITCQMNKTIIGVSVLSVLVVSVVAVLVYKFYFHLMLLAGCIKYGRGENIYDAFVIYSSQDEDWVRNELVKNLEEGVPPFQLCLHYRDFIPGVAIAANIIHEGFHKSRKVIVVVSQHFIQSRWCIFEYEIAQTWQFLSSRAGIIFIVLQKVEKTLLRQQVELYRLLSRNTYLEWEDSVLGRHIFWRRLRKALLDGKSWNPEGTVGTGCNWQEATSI
Target sequence (Q99836 whole entry, looked up): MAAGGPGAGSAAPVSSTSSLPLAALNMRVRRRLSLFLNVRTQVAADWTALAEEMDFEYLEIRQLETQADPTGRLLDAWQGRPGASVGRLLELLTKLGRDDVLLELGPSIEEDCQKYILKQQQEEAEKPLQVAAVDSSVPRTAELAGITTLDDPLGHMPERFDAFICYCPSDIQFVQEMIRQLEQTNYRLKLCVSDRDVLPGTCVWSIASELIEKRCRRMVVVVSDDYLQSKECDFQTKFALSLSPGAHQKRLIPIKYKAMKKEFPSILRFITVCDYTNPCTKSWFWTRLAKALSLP
DTT redox prof = compounds producing H2O2 with reducing agent – biochemical, NIH compound library profiling, artefact control for MLSCN library redox annotation, primary screen. AID 878. activation, % at 10 µM. DTT-dependent redox cycling H2O2, phenol red/HRP absorbance; 100% = 100 µM peroxide control, 0% = buffer. hit rate 0.03% among 200,000;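 active = activation of at least 50% relative to the plate's high and low controls in the primary single-dose screen; inactive = activation below 50%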;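 also: compound incubated with DTT at 0.8 mM final as the reducing agent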
Numbers without * were called inactive; · = no result given. Compounds were not picked by outcome. Share with any hit: about 5.6%.

SMILES	APP 5'UTR act	STAT1 act	STAT1 inh	STAT3 blocker	Hsp70 act	Efa HMGR inh	STAT3 activator	NF-kB expr up	TLR4-MyD88 BLA	DTT redox prof
O=C1c2ccccc2C(=O)C1c1ccc2ccccc2n1	129	125	-25	49*	-0.1	15*	63	1.2	2	-2.2
O=C1CC(N2CCC(c3nc4ccccc4o3)CC2)C(=O)N1c1cc(Cl)cc(Cl)c1 (configuration not stated)	-22	98	2	2	-0.3	-1	99	0.95	-10	0.4
Cc1ccccc1OCC(=O)Nc1cccc2nsnc12	3	86	8	-57	-0.4	-6	150*	1.2	-10	0.8
COc1ccc(C(=O)CSc2nncn2C)cc1	2	105	-5	5	0.2	1	98	1.1	-7	-2.3
CC(C(=O)NC1=NCCS1)N1C(=O)c2ccccc2C1=O (configuration not stated)	3	104	-4	-1	-0.1	1	104	0.98	2	3.0
COc1ccc(OC)c(C2=NOC(C(=O)Nc3ccccc3SC)C2)c1 (configuration not stated)	2	102	-2	-22	-0.1	-3	120	0.71	-8	-1.3
O=C(Oc1ccc(N(Cc2cccs2)C2=NS(=O)(=O)c3ccccc32)cc1)c1ccco1	14	102	-2	2	-0.4	-2	100	1.3	-20	3.2
CCCn1c(N2CCN(Cc3cccc(C)c3)CC2)nc2c1c(=O)[nH]c(=O)n2C	8	98	2	16	-0.2	5	94	0.89	-13	-1.3
CC(C)N(C(=S)NC1CCCCC1)c1ccccc1	23	96	3	0	0.0	0	101	1	6	0.1
Cc1nn(CCC#N)c2[nH]c(=O)cc(C(F)(F)F)c12	-4	105	-4	11	-0.1	2	91	1.1	8	-0.4
Cc1ccc(N=Nc2c(N)[nH]n3c(=O)cc(-c4ccccc4)nc23)cc1	-3	104	-5	13	-0.2	-11	96	1.2	8	-4.5
CC1CCCCN1C(=O)c1cnn2c(C(F)(F)F)cc(-c3ccco3)nc12 (configuration not stated)	-4	101	-1	-3	0.1	-3	105	1.3	6	2.5
CCOC(=O)c1c(NC(=O)CSc2nnc(CNc3ccc(OC)cc3)n2C)sc(C)c1C	19	106	-6	0	-0.4	0	102	1.5	-9	1.0
Cc1cccn2c(=O)c(/C=C3\SC(=S)N(CC(C)C)C3=O)c(NCCCOC(C)C)nc12	5	101	-2	10	-0.1	-4	94	0.84	7	5.4
Cc1cc(NC(=O)c2ccc(S(=O)(=O)N3CCOCC3)cc2)no1	24	97	3	4	0.3	-5	99	1	-4	-0.4
O=C(Nc1ccc(-c2nc3ccccc3[nH]2)cc1)C1CCCO1 (configuration not stated)	180*	87	14	68*	-0.3	-1	46	4.6*	4	1.1
CC(=O)Nc1cc(N2C(=O)CCC2=O)ccc1Cl	19	103	-3	3	0.2	-5	100	1.2	-4	0.5
Cc1ccc(C)c(NS(=O)(=O)c2cc(C(=O)NCc3ccccn3)ccc2Cl)c1	-4	98	2	-1	-0.2	-4	105	0.96	-15	-3.3
Cc1ccc(CNC(=O)NCc2ccccc2)cc1	15	109	-11	-8	0.0	-4	108	1.5	2	-0.2
CCN(CC)C(=O)n1cnc(-c2ccccc2)c1-c1ccccc1	3	98	2	4	-0.3	5	99	0.94	-9	-0.2
COc1cccc(NC(=O)CSc2ccc3nnc(-c4ccncc4)n3n2)c1	-2	102	-2	5	0.0	-1	104	0.87	-6	0.2
O=C(NN1CCCCC1)c1cccc2ccccc12	12	100	1	3	0.1	-2	106	2.5	-18	-0.4
Cc1ccc(C)c(NC(=O)c2nc(Cl)ccc2Cl)c1	16	102	-2	-26	-0.1	-5	127	1.2	7	-0.3
O=S(=O)(NCCn1ccc2ccccc21)c1ccccc1	-2	100	0	-3	0.1	-5	110	1.1	-2	-0.8
CC(C)=CC(=O)Nc1ccc(OCc2ccccc2)cc1	35	123	-27	8	0.3	-2	99	1.9	5	-0.1
O=C(N/N=C/c1ccc(OCC(=O)N2CCCCC2)cc1)c1ccccc1O	3	91	10	-39	-0.3	-3	141*	1.2	-2	0.3
COc1ccc(C(=O)Nc2ccccc2N2CCN(C(=O)C(C)C)CC2)cc1Cl	-3	95	3	12	-0.3	-5	93	0.8	2	-0.8
O=C(c1ccc2c(c1)OCO2)N1CCCc2ccccc21	26	114	-15	-9	-0.2	0	110	0.61	-10	1.8
COC(C(=O)Nc1ccc(S(=O)(=O)Nc2cccc3ccccc23)cc1)c1ccccc1 (configuration not stated)	8	102	-2	-4	-0.3	1	103	0.75	13	0.3
CC(OC(=O)c1ccco1)C(=O)NC1CCCCC1 (configuration not stated)	4	99	1	-1	0.0	0	106	1.1	6	1.9
CCN1C(=O)C(NC(C)=O)c2cc(Br)ccc21 (configuration not stated)	-10	95	5	12	-0.3	-1	93	1.1	3	-0.1
CCCCN1CN(S(=O)(=O)c2cccs2)c2nc3ccccc3nc21	11	97	4	-1	-0.3	1	104	1.2	8	2.0
COC(=O)c1c(C)[nH]c(C)c1-c1ccc(C)cc1	-9	98	3	13	-0.3	-7	93	1.1	2	0.1
CC1=NNC(=O)C1C(c1ccccc1)C1C(=O)NN=C1C (configuration not stated)	3	110	-11	8	-0.2	-1	99	1	-3	-0.6
Cc1ccc(NC(=O)CCN2CCN(C/C=C/c3ccccc3)CC2)cc1C	8	102	-2	-2	0.2	2	103	0.76	-4	0.0
COc1ccc(N(C)S(=O)(=O)c2cccc(C(=O)NC3=NCCS3)c2)cc1	5	105	-5	-5	-0.2	-7	110	0.92	-1	-0.7
O=C(CN1CCN(C/C=C/c2ccccc2)CC1)NCc1ccccc1	11	103	-3	9	0.1	0	93	0.95	6	-0.2
O=[N+]([O-])c1ccccc1N/N=C\c1ccccc1Cl	·	127	-30	10	0.3	4	97	3.7*	-13	1.2
COc1ccc(S(=O)(=O)N2CCOCC2)cc1NC(=O)COc1cccnc1[N+](=O)[O-]	-1	102	-1	-12	-0.2	-8	110	0.84	2	-0.7
CCN(CC)c1ccc(NC(=O)CSc2nc(C)cc(=O)[nH]2)cc1	-5	·	·	·	·	2	·	1.2	·	-2.7
COc1cccc(C=Nc2ccc3c(c2)OCCO3)c1O	-14	101	0	49*	-0.3	4	63	0.8	-9	-2.2
Cc1nc2ncnn2c(C)c1CCC(=O)N1CCOCC1	-2	94	6	0	-0.3	-9	101	1.1	-3	-0.1
CCN(CC)C(=O)C1=C(C)NC(=O)NC1c1c(F)cccc1Cl (configuration not stated)	-6	98	-1	-3	-0.2	0	104	0.94	2	1.1
COc1cccc(C(=O)N(CN2CCCC2=O)c2ccccc2OC)c1	-1	101	-1	-4	-0.1	7	106	1.4	1	-0.7
COc1ccc(C(=O)Cn2nnc(-c3cccs3)n2)cc1	39	104	-5	8	0.2	3	96	1.2	2	0.8
CCn1c(CNC(=O)Cc2ccc(OC)cc2)nnc1SCC(=O)Nc1nccs1	12	101	-1	15	-0.4	-1	91	1.1	8	2.4
CCCCC(=O)Nc1nnc(CCOC)s1	38	99	2	6	0.2	-2	97	0.98	5	-0.2
Cc1onc(-c2ccccc2)c1C(=O)NCC1COc2ccccc2O1 (configuration not stated)	-10	97	3	2	-0.1	-2	103	1.2	-3	0.2
COc1c2ccoc2nc2c(OC)cccc12	-12	105	-5	17	-0.3	-6	90	1.2	-1	0.6
CC(C)C(C(=O)Nc1ccccc1)N1C(=O)c2ccccc2C1=O (configuration not stated)	-11	98	2	19	-0.2	-9	88	1.2	-11	-0.3
Next section:
SMILES	APP 5'UTR act	STAT1 act	STAT1 inh	STAT3 blocker	Hsp70 act	Efa HMGR inh	STAT3 activator	NF-kB expr up	TLR4-MyD88 BLA	DTT redox prof
COc1ccc(C)cc1S(=O)(=O)N(C)CC(=O)NC1CCCC1	-19	101	-1	-15	-0.1	-1	110	0.97	-7	0.4
Cn1nnnc1SCCNCc1cccc2ccccc12	-7	102	-2	9	-0.4	0	97	1.1	-12	0.9
CCc1cccc(NC(=O)CN(c2ccc(OC)cc2)S(=O)(=O)c2c(C)n[nH]c2C)c1	-10	88	13	6	-0.4	-1	101	0.83	12	-0.7
O=C(Cn1nc(-c2cccc(Cl)c2)ccc1=O)Nc1ccccc1Br	-6	96	4	-1	-0.4	-8	106	1	13	-0.3
O=C(/C=C/c1ccco1)Nc1cccc(S(=O)(=O)N2CCOCC2)c1	3	106	-6	-6	-0.3	-1	100	1.1	0	0.5
COc1ccc(-c2c(C)oc3cc(O)cc(O)c3c2=O)cc1OC	0	93	4	-7	-0.2	-1	105	1.1	2	-0.2
Cc1nn2c3c(cnc2c1-c1ccccc1)C(=O)CC(C)C3 (configuration not stated)	28	109	-9	-6	0.3	·	109	·	-2	6.4
O=C1C(C=NCCCN2CCOCC2)=C(O)c2ccccc21	12	100	0	-6	-0.2	-3	111	0.69	1	-0.2
CCOC(=O)N1CCN(c2c(Nc3ccc4c(c3)OCCO4)c(=O)c2=O)CC1	0	100	0	2	0.6	-2	102	1.2	6	-1.2
COC(=O)[C@H]1CCCN1C(=O)Nc1cccc(Oc2c(F)c(F)c(F)c(F)c2F)c1	4	91	9	12	-0.5	-10	96	1	4	-0.5

By substructure, the entries above with a CF3 group.
SMILES	APP 5'UTR act	STAT1 act	STAT1 inh	STAT3 blocker	Hsp70 act	Efa HMGR inh	STAT3 activator	NF-kB expr up	TLR4-MyD88 BLA	DTT redox prof
Cc1nn(CCC#N)c2[nH]c(=O)cc(C(F)(F)F)c12	-4	105	-4	11	-0.1	2	91	1.1	8	-0.4
CC1CCCCN1C(=O)c1cnn2c(C(F)(F)F)cc(-c3ccco3)nc12 (configuration not stated)	-4	101	-1	-3	0.1	-3	105	1.3	6	2.5

Next part:
SMILES	APP 5'UTR act	STAT1 act	STAT1 inh	STAT3 blocker	Hsp70 act	Efa HMGR inh	STAT3 activator	NF-kB expr up	TLR4-MyD88 BLA	DTT redox prof
O=C1C2CC=CCC2C(=O)N1c1ccc(NCCc2ccccc2)c([N+](=O)[O-])c1 (configuration not stated)	17	98	2	8	-0.3	2	92	1	3	0.1
OCC1(CCCc2ccccc2)CCN(Cc2cnc(N3CCOCC3)s2)CC1	8	99	0	22	0.2	-5	89	0.76	-4	-1.4
Cn1c(=O)c2c(nc(NC3CCCCC3)n2CC(O)COc2ccccc2)n(C)c1=O (configuration not stated)	16	99	1	-12	-0.2	-4	115	0.53	12	-1.3
O=C(NC(=S)N1CCCc2ccccc21)c1ccccc1	28	102	-2	-64	0.0	-3	167*	1.7	5	0.6
COc1ccc(Br)cc1CN1CCCC(C(=O)N2CCCCCC2)C1 (configuration not stated)	-3	93	7	4	-0.1	-3	99	0.88	-2	-0.4
COc1ccc(N=c2oc3ccccc3cc2C(=O)Nc2ccccn2)cc1OC	19	137*	-40	1	-0.2	2	104	1.7	-1	-0.1
Cn1c(=O)oc2cc(S(=O)(=O)N3CCCC(C(=O)N4CC=C(c5ccccc5)CC4)C3)ccc21 (configuration not stated)	-10	79	23	56*	-0.2	-1	58	0.55	5	-1.9
Cc1c(NC(=O)CSc2ccccc2Cl)c(=O)n(-c2ccccc2)n1C	20	100	0	9	0.0	2	97	1.1	3	0.4
Cc1ccc(S(=O)(=O)N2CCCC2C(=O)N2CCCCCC2)cc1 (configuration not stated)	1	96	4	8	-0.1	-2	96	1.8	-26	0.0
